Screening results (PubChem BioAssay)
SIAE inh: human SIAE inhibition, primary screen; Q9HAT2; SIAE FP-Rh probe binding, fluorescence polarization; inhibition, % at 9.66 µM; 370,000 compounds, 0.69% hits; AID 1053197;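 active = inhibition above a cutoff: mean of compounds within the control limits plus 3 SD of those, cut at about 17% in these data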;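 note: 0% = plate median of compound wells and 100% = probe without SIAE protein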
Target sequence (Q9HAT2 whole entry, looked up): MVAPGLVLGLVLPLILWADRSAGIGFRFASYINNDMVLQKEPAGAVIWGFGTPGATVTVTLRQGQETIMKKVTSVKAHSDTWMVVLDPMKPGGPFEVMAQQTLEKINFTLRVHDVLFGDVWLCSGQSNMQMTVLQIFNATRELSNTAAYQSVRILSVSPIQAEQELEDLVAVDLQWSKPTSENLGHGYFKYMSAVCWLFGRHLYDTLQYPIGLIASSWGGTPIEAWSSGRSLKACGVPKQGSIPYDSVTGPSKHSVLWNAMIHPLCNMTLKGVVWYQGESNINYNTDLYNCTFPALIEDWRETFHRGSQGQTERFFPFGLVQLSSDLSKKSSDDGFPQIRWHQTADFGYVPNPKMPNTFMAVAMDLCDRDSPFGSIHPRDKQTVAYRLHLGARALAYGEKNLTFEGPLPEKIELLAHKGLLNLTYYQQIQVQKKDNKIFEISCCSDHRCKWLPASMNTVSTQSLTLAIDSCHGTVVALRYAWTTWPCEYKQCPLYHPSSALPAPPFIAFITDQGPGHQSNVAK
HTRA1 inh: HTRA1 (human) protease inhibition; Q92743; recombinant HTRA1, FP-rhodamine activity-based probe, fluorescence polarization; inhibition, % at 5.96 µM; 340,000 compounds, 0.5% hits; in the data active = inhibition above about 36%;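 note: 0% = enzyme with DMSO and 100% = wells lacking enzyme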
Tn7 DDE FP: DD(E)-Tn7 binding inhibition, primary FP screen. inhibition, % at 8.3 µM. FP displacement of FITC-Tn7 peptide from fibrin DD(E); 0% = median of compound wells per plate. 370,000 compounds, 0.13% hits;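 active = inhibition above the mean of compounds falling within the control limits plus 3 SD of them, cut at about 14% in these data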;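 note: 0% = plate median of compound wells and 100% = 10 µM Aha-Tn7 peptide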
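System: human fibrin DD(E); quantity: Fibrin-DD(E) at 2 µM final; also added: fluorescent Tn7 probe at 0.1 µM; compound dosing: single nominal test concentration of 8.3 µM per compound; schedule: 10 min preincubation, 3 h with tracer, room temperature; detection: fluorescence polarization of the labelled Tn7 tracer; repeats: one replicate per compound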
LEDGF integ inh: blocks HIV-1 LEDGF/p75-dependent DNA integration. 370,000 compounds, 0.64% hits. TR-FRET IN-LEDGF/p75 DNA integration, Eu/Cy5. inhibition, % at 3.7 µM;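 active = inhibition above the screen-wide mean plus 3 SD, cut at about 13% in these data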;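 note: signal is the Cy5 over europium emission ratio at 671 and 618 nm; 0% = plate median of compound wells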
PG9 binder: small molecules binding HIV-1 gp120 antibody PG9; TR-FRET gp120-PG9 antibody binding; inhibition, % at 6.7 µM; 360,000 compounds, 0.43% hits; AID 624416; in the data active = inhibition above about 8.5%
UHRF1 binding: blocks human UHRF1 binding to methylated DNA; AID 687016; 370,000 compounds, 0.75% hits; UHRF1 binding to methylated oligo, TR-FRET; Q96T88; inhibition, % at 4.4 µM; in the data active = inhibition above about 21%;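 note: UHRF1 SRA domain binding a hemimethylated CpG hairpin DNA probe; 0% = median of test compound wells and 100% = reference inhibitor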
TDP2 inh: blocks human TDP2 phosphodiesterase activity. AID 720702. recombinant TDP2, T5PNP hydrolysis, p-nitrophenol absorbance 415 nm. inhibition, % at 12.8 µM. 370,000 compounds, 0.34% hits;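 active = inhibition above the mean of all tested compounds plus 3 SD, set per campaign, cut at about 25% in these data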;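 note: 0% = DMSO with enzyme and 100% = buffer with substrate but no TDP2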
Target sequence (O95551 whole entry, looked up): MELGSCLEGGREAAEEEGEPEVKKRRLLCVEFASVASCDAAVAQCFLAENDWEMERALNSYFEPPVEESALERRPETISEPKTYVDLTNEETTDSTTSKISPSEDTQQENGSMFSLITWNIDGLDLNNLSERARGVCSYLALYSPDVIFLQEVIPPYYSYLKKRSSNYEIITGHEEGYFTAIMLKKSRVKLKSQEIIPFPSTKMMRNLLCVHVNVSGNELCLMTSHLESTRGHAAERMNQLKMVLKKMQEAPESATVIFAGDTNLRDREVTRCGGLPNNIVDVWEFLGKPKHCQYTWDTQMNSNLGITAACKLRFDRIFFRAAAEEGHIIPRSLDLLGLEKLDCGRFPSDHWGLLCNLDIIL
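System – recombinant human TDP2 · Amount – 120 nM TDP2 per well · Buffer or medium – Mg2+-containing Tris-HCl buffer, pH 7.5 · Reagent – T5PNP substrate, 5 mM · Dosing – 12.8 µM single point, 1% DMSO · Incubation – 2 h at 37 °C · Measured by – epi absorbance · Read-out basis – percent inhibition · Benchmarks – high control without enzyme, low control DMSO plus TDP2 · Repeats – singlicate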
ABHD4 inh: inhibitors of mouse ABHD4. Q8VD66. purified mABHD4, FP-Rh probe fluorescence polarization. 370,000 compounds, 0.54% hits. AID 720543. inhibition, % at 8.92 µM;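 active = inhibition exceeding the mean over every tested compound plus 3 SD, cut at about 30% in these data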;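 note: 0% = plate median of compound wells and 100% = S159A mutant with DMSO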
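Doses – 8.92 µM, single dose · Material – wild-type mouse ABHD4 protein · Replication – single well per compound (singlicate) · Measure – percent inhibition of probe binding, normalized to plate controls · Schedule – 45 min compound pre-incubation plus 60 min probe step, 25 °C · Detection – fluorescence polarization with parallel and perpendicular emission, 525/598 nm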
TCR-CD3 inh: inhibitors of human TCR-CD3 interaction; 360,000 compounds, 0.37% hits; AID 651800; inhibition, % at 9.4 µM; TAMRA-labeled TCR probe fluorescence, biochemical; in the data active = inhibition above about 19%;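 note: recombinant mutant TCR 2C K166C tagged with TAMRA read by polarization; 0% = receptor in buffer alone and 100% = receptor with positive control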
PRMT1 inh: PRMT1 (human) inhibition, primary screen. inhibition, % at 2.79 µM. recombinant PRMT1, activity-based probe fluorescence polarization. 370,000 compounds, 1.3% hits;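 active = inhibition above about 21% made by adding two undisclosed values, limit read from the data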
The depositor's hits bear a star; nt = no result given.

1. CC(C)(C)OC(=O)NCc1ccc(NC(=O)c2nc[nH]c2C(=O)NCCN(CCNC(=O)c2[nH]cnc2C(=O)Nc2ccc(CNC(=O)OC(C)(C)C)cc2)CCNC(=O)c2[nH]cnc2C(=O)Nc2ccc(CNC(=O)OC(C)(C)C)cc2)cc1
2. CCCn1c(SCC(=O)NC(=O)NCc2ccccc2)n[nH]c1=O
3. O=C(CCl)NCCN1C(=O)S/C(=C\c2cccnc2)C1=O
4. CCOc1ccccc1NC(=O)CN(c1ccc(OC)cc1)S(=O)(=O)c1c(C)noc1C
5. CC(C)(C)c1ccc2c(c1)OC(C(=O)N/N=C\c1ccc(-c3cccc(C(=O)O)c3)o1)CO2 (configuration not stated)
6. CCOc1cc(N2CCOCC2)c(OCC)cc1NC(=O)c1ccccc1N1CCCC1=O
7. CS(=O)(=O)c1ccc(-c2sc3ccccc3c2C#CCCO)cc1
8. Nc1ccc(C(=O)OCC(=O)c2cccc([N+](=O)[O-])c2)cc1

Screen / compound no.	1	2	3	4	5	6	7	8
SIAE inh	-189	2	-2	-3	-16	4	-14	1
HTRA1 inh	-6	-1	1	-18	-22	7	-40	-9
Tn7 DDE FP	1	-3	-3	1	0	-7	2	-3
LEDGF integ inh	1	-1	-2	-1	6	2	-1	1
PG9 binder	-1.2	0.9	0.6	-0.8	-1.2	-3.6	-1.4	1.2
UHRF1 binding	-2	-2	-3	0	7	0	1	-1
TDP2 inh	0	9	6	-6	-1	-4	0	4
ABHD4 inh	-2	3	5	-17	-5	5	-21	5
TCR-CD3 inh	1	-1	-10	-1	2	6	6	0
PRMT1 inh	0	-1	10	0	-1	-4	1	-2

Random excerpt: 7 entries already listed, in no set order.
7. CS(=O)(=O)c1ccc(-c2sc3ccccc3c2C#CCCO)cc1
2. CCCn1c(SCC(=O)NC(=O)NCc2ccccc2)n[nH]c1=O
3. O=C(CCl)NCCN1C(=O)S/C(=C\c2cccnc2)C1=O
6. CCOc1cc(N2CCOCC2)c(OCC)cc1NC(=O)c1ccccc1N1CCCC1=O
4. CCOc1ccccc1NC(=O)CN(c1ccc(OC)cc1)S(=O)(=O)c1c(C)noc1C
8. Nc1ccc(C(=O)OCC(=O)c2cccc([N+](=O)[O-])c2)cc1
5. CC(C)(C)c1ccc2c(c1)OC(C(=O)N/N=C\c1ccc(-c3cccc(C(=O)O)c3)o1)CO2 (configuration not stated)

Screen / compound no.	7	2	3	6	4	8	5
SIAE inh	-14	2	-2	4	-3	1	-16
HTRA1 inh	-40	-1	1	7	-18	-9	-22
Tn7 DDE FP	2	-3	-3	-7	1	-3	0
LEDGF integ inh	-1	-1	-2	2	-1	1	6
PG9 binder	-1.4	0.9	0.6	-3.6	-0.8	1.2	-1.2
UHRF1 binding	1	-2	-3	0	0	-1	7
TDP2 inh	0	9	6	-4	-6	4	-1
ABHD4 inh	-21	3	5	5	-17	5	-5
TCR-CD3 inh	6	-1	-10	6	-1	0	2
PRMT1 inh	1	-1	10	-4	0	-2	-1

New compounds follow
9. Cc1cc(Cl)c2cc3ccccc3cc2n1
10. Cc1ccccc1OCc1nc(-c2ccccc2)no1
11. Cc1ccc(-n2c(N)c(C(=O)N3CCCCC3)sc2=S)cc1
12. CC[n+]1c(-c2ccccc2)csc1Nc1c(C)n(C)n(-c2ccccc2)c1=O
13. CCOc1ccc(CCNC(=O)C2CCC(=O)N2CCc2ccccc2)cc1OCC (configuration not stated)
14. COc1ccc(-c2nnc(NC(=O)C3CCCO3)s2)cc1 (configuration not stated)
15. Cc1nnc(NC(=O)CSc2nnc(C)n2-c2ccc(F)cc2)s1
16. Cc1cc(CNC(=O)COc2cc(F)ccc2[N+](=O)[O-])c2ccccc2n1

Screen / compound no.	9	10	11	12	13	14	15	16
SIAE inh	-2	-2	13	1	6	-1	-6	13
HTRA1 inh	0	-14	0	4	5	2	7	9
Tn7 DDE FP	-1	9	1	-6	8	-2	1	-8
LEDGF integ inh	1	-3	1	-4	-2	0	-1	4
PG9 binder	-0.9	0.1	-1.1	-0.3	1.1	1.3	-1.3	0.5
UHRF1 binding	1	0	1	-2	-2	1	-2	2
TDP2 inh	12	0	2	4	14	8	3	-9
ABHD4 inh	2	-9	-4	5	3	-6	3	0
TCR-CD3 inh	4	0	-2	-3	2	-2	5	7
PRMT1 inh	1	2	5	1	-7	2	2	-3

Reformatted bar-delimited: part of the list above.
no. | Structure | SIAE inh | HTRA1 inh | Tn7 DDE FP | LEDGF integ inh | PG9 binder | UHRF1 binding | TDP2 inh | ABHD4 inh | TCR-CD3 inh | PRMT1 inh
13 | CCOc1ccc(CCNC(=O)C2CCC(=O)N2CCc2ccccc2)cc1OCC (configuration not stated) | 6 | 5 | 8 | -2 | 1.1 | -2 | 14 | 3 | 2 | -7
14 | COc1ccc(-c2nnc(NC(=O)C3CCCO3)s2)cc1 (configuration not stated) | -1 | 2 | -2 | 0 | 1.3 | 1 | 8 | -6 | -2 | 2

Next results follow:
17. CC(=O)C1=C(O)C(=O)N(Cc2ccco2)C1c1ccccc1 (configuration not stated)
18. Cc1ccc2nc(-c3ccc(SCC(=O)O)nc3)[nH]c2c1
19. CN(CC(=O)Nc1c(Cl)cccc1Cl)C(=O)CCc1nc2sc3c(c2c(=O)[nH]1)CCCC3
20. CCOC(=O)COc1nc(N(C)C)nc(N(C)C)n1
21. O=C(Nc1ccc(Br)c(C(F)(F)F)c1)c1ccccc1
22. Cc1ccc(NC(=O)COc2ccc3oc4c(c3c2)CCCC4)nc1
23. O=C(Nc1ccc(NC(=O)c2ccccc2F)cn1)c1ccco1
24. Cc1onc(-c2ccccc2Cl)c1C(=O)NNC(=O)C1CCN(Cc2ccccc2)CC1

Screen / compound no.	17	18	19	20	21	22	23	24
SIAE inh	1	-1	1	7	-28	4	-3	-4
HTRA1 inh	8	0	-8	-1	-43	-3	3	7
Tn7 DDE FP	4	-7	3	-1	9	-1	0	3
LEDGF integ inh	-1	0	1	-3	5	2	-2	4
PG9 binder	0.3	3.3	-1.5	-0.4	-3.0	-3.7	-1.4	-1.6
UHRF1 binding	-6	2	0	2	-2	26*	2	1
TDP2 inh	12	-14	4	3	-6	0	13	4
ABHD4 inh	-4	-30	-1	2	-63	2	7	1
TCR-CD3 inh	-2	10	-1	-9	3	-3	-7	4
PRMT1 inh	-1	16	6	1	0	-1	5	-3

25. N=c1n(CC(=O)c2ccc(Br)cc2)c2ccccc2n1Cc1ccccc1
26. COc1ccc(/C=C/C(=O)N2CCN(S(=O)(=O)/C=C/c3ccccc3)CC2)cc1OC
27. CCC1(c2ccc(F)cc2)NC(=O)N(CC(=O)Nc2cccc(S(=O)(=O)N3CCOCC3)c2)C1=O (configuration not stated)
28. CN1CCN(C(=O)c2ccc(COc3cc(Cl)ccc3Cl)o2)CC1
29. C/C(=N\NC(=O)c1cccc(N/N=C(\C)c2cc(O)ccc2O)c1)c1cc(O)ccc1O
30. CC(CNC(=O)COc1ccccc1)OC(=O)Nc1ccc(Cl)c(Cl)c1 (configuration not stated)
31. COc1cccc(CNC(=O)C2CSC3(C)CCC(=O)N23)c1 (configuration not stated)
32. CCSc1nnc(NC(=O)CC(C)C)s1

Screen / compound no.	25	26	27	28	29	30	31	32
SIAE inh	0	-14	1	0	11	-14	3	2
HTRA1 inh	-33	-1	1	-3	28	-31	-6	7
Tn7 DDE FP	-3	0	9	-1	4	-1	-3	-6
LEDGF integ inh	1	-1	-1	-3	0	-2	1	-1
PG9 binder	1.2	-1.6	1.0	-0.7	-4.2	-2.5	0.0	0.3
UHRF1 binding	-4	1	-1	1	-5	6	-1	0
TDP2 inh	7	9	5	10	8	-2	-4	8
ABHD4 inh	-1	0	-4	-4	24	-26	1	-2
TCR-CD3 inh	1	4	6	2	30*	1	1	8
PRMT1 inh	-3	-2	-1	0	6	0	4	-5

33. CCOC(=O)C(NC(=O)c1ccccc1)(Nc1nnc(C)s1)C(F)(F)F (configuration not stated)
34. Cn1c(N)c(C(=O)COC(=O)COc2ccccc2C#N)c(=O)n(C)c1=O
35. COc1cccc(C(=O)N2N=C(c3cccc(OC)c3)CC2(O)C(F)(F)F)c1 (configuration not stated)
36. Cc1cccc(N2C(=O)NC3(CCCCC3)C2=O)c1
37. Cc1ccn2c(=O)nc(SCC(=O)Nc3cccc4ccccc34)nc2c1
38. NC(=O)C1CCN(C(=O)c2ccccc2SCC(=O)NCC2CCCCC2)CC1
39. CC1CN(c2nc3ccccc3nc2NS(=O)(=O)c2ccccc2)CC(C)O1 (configuration not stated)
40. Cc1cc(C)c2c(=O)[nH]c(SCC(=O)c3ccc(F)c(C)c3)nc2n1

Screen / compound no.	33	34	35	36	37	38	39	40
SIAE inh	-4	-4	-7	7	-4	-7	-3	-2
HTRA1 inh	3	4	-12	-1	-6	2	0	-6
Tn7 DDE FP	3	2	5	10	-1	-8	-7	1
LEDGF integ inh	-2	-8	2	-5	-3	4	-2	3
PG9 binder	0.4	-0.4	0.1	1.2	0.6	-3.3	-1.5	2.5
UHRF1 binding	0	1	-1	0	-2	1	1	6
TDP2 inh	12	6	-3	6	-3	-11	-2	-5
ABHD4 inh	-1	0	-8	5	-5	-10	4	-3
TCR-CD3 inh	2	-8	2	1	-4	3	5	-6
PRMT1 inh	-2	1	-2	0	2	2	-2	5

41. O=c1c2c3n(c(=S)nc2[nH]n1-c1ccccc1)CCCCC3
42. COc1ccc(-c2csc(NC(=O)CCS(=O)(=O)c3ccccc3)n2)c(OC)c1
43. Cc1nc2ccccc2c(=O)n1/N=C/C=C/c1ccccc1
44. CCc1ccc2cc(C)cc(C)c2n1
45. CCNc1c(NCC)c(=O)c1=O
46. Cn1c(SCCS(=O)(=O)c2ccc(Cl)cc2)nnc1-c1ccccc1
47. CN(C)S(=O)(=O)c1ccc(Cl)c(NC(=O)COC(=O)C2CSC3(C)CCC(=O)N23)c1 (configuration not stated)
48. CC1CC(NNC(=O)c2ccccc2)=Nc2ccccc2N1C (configuration not stated)
49. NC(=O)NC(=O)COC(=O)CCCCCNS(=O)(=O)c1ccc2c(c1)OCCO2

Screen / compound no.	41	42	43	44	45	46	47	48	49
SIAE inh	5	1	-2	-2	2	6	4	-1	2
HTRA1 inh	0	-9	8	nt	4	-9	-8	-5	0
Tn7 DDE FP	-2	0	-3	-2	-12	-2	-2	1	2
LEDGF integ inh	-5	2	-4	3	-1	3	2	-2	2
PG9 binder	-6.2	-1.9	-0.3	-1.1	-0.2	1.4	-0.9	-1.0	3.0
UHRF1 binding	-6	0	-3	-2	0	1	0	3	3
TDP2 inh	-2	14	2	4	4	-9	5	-1	-15
ABHD4 inh	1	-2	6	-1	2	1	-4	9	-1
TCR-CD3 inh	10	-5	-9	-6	2	-4	-2	0	-5
PRMT1 inh	-2	-2	-2	-2	-1	0	1	1	4
